Bioassay records deposited in PubChem BioAssay by The Scripps Research Institute Molecular Screening Center.
LYPLA2 inh = blocks human lysophospholipase 2, a PME1 counter-screen | 0.38% of 320,000 active | recombinant LYPLA2, FP-Rh probe fluorescence polarization | AID 2177 | inhibition, % at 5.9 µM;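 active means inhibition above the screen-wide mean plus 3 SD, limit set per campaign, cut at about 26% in these data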;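 further: 0% = LYPLA2 with DMSO and 100% = wells lacking LYPLA2 enzyme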
Target sequence (O95372 whole entry, looked up): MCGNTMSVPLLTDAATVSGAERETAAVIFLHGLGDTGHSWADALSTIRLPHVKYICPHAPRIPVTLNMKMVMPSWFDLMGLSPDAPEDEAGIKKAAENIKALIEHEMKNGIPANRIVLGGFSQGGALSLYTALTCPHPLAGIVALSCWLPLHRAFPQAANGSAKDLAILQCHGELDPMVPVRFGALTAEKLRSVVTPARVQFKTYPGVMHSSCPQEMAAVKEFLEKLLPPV
PAFAH1B3 FP inh = blocks human PAF acetylhydrolase 1B catalytic subunit 3. Q15102. recombinant PAFAH1B3, FP-rhodamine probe, fluorescence polarization. inhibition, % at 3.39 µM. 0.28% of 340,000 active;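 active means inhibition above the screen-wide average of all tested compounds plus 3 SD, cut at about 25% in these data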;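 further: 0% = enzyme with DMSO only and 100% = wells lacking PAFAH1B3 protein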
EBNA-1 inhibitor = blocks EBNA-1 binding to DNA; EBNA-1 DNA binding, fluorescence polarization; inhibition, % at 14.8 µM; 0.34% of 300,000 active; AID 1950; in the data active means inhibition above about 28%
PAFAH2 inh = PAFAH2 (human) inhibition | recombinant PAFAH2, FP-rhodamine activity probe, fluorescence polarization | inhibition, % at 3.39 µM | 0.99% of 340,000 active | AID 492956;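 active means inhibition above the mean over all tested compounds plus 3 SD, cut at about 30% in these data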;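 further: inhibitors block probe labeling of enzyme so polarization drops; 0% = enzyme with DMSO and 100% = wells lacking PAFAH2 protein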
PREPL inh = inhibits the human prolyl oligopeptidase-like enzyme; inhibition, % at 5.96 µM; Q4J6C6; recombinant PREPL, fluorescence polarization activity-based probe; 0.68% of 320,000 active; in the data active means inhibition above about 43%;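 further: 0% = enzyme with DMSO and 100% = wells lacking enzyme; many of its hits are not listed in these tables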
LYPLA1 inh = counter-screen for PME1 inhibitors: inhibitors of human LYPLA1 | AID 2174 | O75608 | 0.16% of 320,000 active | recombinant LYPLA1, FP-Rh probe fluorescence polarization | inhibition, % at 5.9 µM;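 active means inhibition above the mean of all tested compounds plus 3 SD, set per campaign, cut at about 14% in these data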;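 further: inhibitors block serine hydrolase probe labeling of LYPLA1 so polarization falls; 0% = enzyme with DMSO and 100% = wells lacking LYPLA1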
pPAFAH inh = pPAFAH (human) enzyme inhibition. inhibition, % at 3.39 µM. recombinant pPAFAH, FP-rhodamine probe fluorescence polarization. Q13093. 1.5% of 330,000 active;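 active means inhibition above the mean inhibition across the screen plus 3 SD, cut at about 25% in these data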;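 further: inhibitors block binding of the rhodamine activity-based probe so polarization drops; 0% = enzyme with DMSO and 100% = wells lacking pPAFAH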
Target sequence (Q13093 whole entry, looked up): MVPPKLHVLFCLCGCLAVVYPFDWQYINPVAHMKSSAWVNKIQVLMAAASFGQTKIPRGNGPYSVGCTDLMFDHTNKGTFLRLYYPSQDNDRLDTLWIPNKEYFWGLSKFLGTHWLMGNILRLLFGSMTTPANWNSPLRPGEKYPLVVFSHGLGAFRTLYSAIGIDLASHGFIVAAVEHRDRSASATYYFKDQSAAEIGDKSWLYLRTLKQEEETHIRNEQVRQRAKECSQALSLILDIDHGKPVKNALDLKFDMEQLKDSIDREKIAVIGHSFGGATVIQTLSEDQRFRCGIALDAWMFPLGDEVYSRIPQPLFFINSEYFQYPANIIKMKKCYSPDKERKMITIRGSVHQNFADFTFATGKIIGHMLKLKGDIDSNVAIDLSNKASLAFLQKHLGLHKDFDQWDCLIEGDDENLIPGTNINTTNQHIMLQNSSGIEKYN
ZTA counter = counter-screen for EBNA-1 inhibitors: inhibitors of Epstein-Barr virus ZTA; P03206; ZTA-DNA binding, fluorescence polarization; inhibition, % at 11 µM; 0.15% of 320,000 active; in the data active means inhibition above about 33%
Target sequence (P03206 whole entry, looked up): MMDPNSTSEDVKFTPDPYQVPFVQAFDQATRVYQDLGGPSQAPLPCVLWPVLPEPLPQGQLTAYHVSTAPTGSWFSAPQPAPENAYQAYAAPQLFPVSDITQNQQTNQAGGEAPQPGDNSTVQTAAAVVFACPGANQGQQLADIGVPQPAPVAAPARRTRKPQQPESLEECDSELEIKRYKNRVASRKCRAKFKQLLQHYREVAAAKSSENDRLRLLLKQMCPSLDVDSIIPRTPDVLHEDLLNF
PAFAH1B2 FP inh = PAFAH1B2 (human) inhibition | P68402 | recombinant PAFAH1B2, FP-rhodamine activity probe, fluorescence polarization | inhibition, % at 3.39 µM | 1.2% of 340,000 active | AID 492953;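 active means inhibition above the mean of all tested compounds plus 3 SD, cut at about 24% in these data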;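 further: 0% = enzyme with DMSO and 100% = wells lacking PAFAH1B2; many of its hits are not listed in these tables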
* = called active by the depositor; x = no result given. These rows are one share of the data, so the mix of outcomes need not match the whole.

SMILES	LYPLA2 inh	PAFAH1B3 FP inh	EBNA-1 inhibitor	PAFAH2 inh	PREPL inh	LYPLA1 inh	pPAFAH inh	ZTA counter	PAFAH1B2 FP inh
CCc1n[nH]c(=S)n1/N=C/c1ccc(N(C)c2ccccc2)cc1	3	11	7	-1	23	-2	26*	10	-6
CC1(c2ccccn2)Nc2ccccc2-c2nc3ccccc3n21 (centres undefined)	8	11	5	-8	1	-2	12	9	0
Cc1onc(CO)c1C(=O)Nc1nccs1	-6	9	8	-3	4	-2	1	20	5
O=C1c2ccccc2NC(c2ccc3c(c2)OCO3)N1O (centres undefined)	-5	8	-9	3	-8	1	3	-6	0
COc1ccc2nc(NC(=O)CSc3nnc(C)n3N)sc2c1	-1	-2	16	0	-13	-1	38*	5	6
CCCCC(=O)Nc1ccc2c(c1)C(=O)NC2=O	2	-2	-1	3	-5	-1	35*	4	1
Cc1ccc(COc2coc(CN3CCN(C(=O)c4ccco4)CC3)cc2=O)cc1	1	-1	7	9	-5	-1	2	-1	6
COc1ccc(-c2nnc(NC(=O)C3CCCN3S(=O)(=O)c3cccs3)o2)cc1 (centres undefined)	6	12	2	6	-3	1	5	2	-1
O=C1CC(=O)Nc2cc(S(=O)(=O)Nc3cccc(C(F)(F)F)c3)ccc2N1	0	8	0	6	1	3	6	11	4
Cc1ccc(NCC(=O)N/N=C/c2ccc(-c3cccc(C(F)(F)F)c3)o2)cc1	-8	8	1	-5	11	-1	14	-8	-2

Single records (already shown). Values in the order: LYPLA2 inh, PAFAH1B3 FP inh, EBNA-1 inhibitor, PAFAH2 inh, PREPL inh, LYPLA1 inh, pPAFAH inh, ZTA counter, PAFAH1B2 FP inh
CCCCC(=O)Nc1ccc2c(c1)C(=O)NC2=O across the screens: 2, -2, -1, 3, -5, -1, 35*, 4, 1
Cc1ccc(NCC(=O)N/N=C/c2ccc(-c3cccc(C(F)(F)F)c3)o2)cc1 across the screens: -8, 8, 1, -5, 11, -1, 14, -8, -2
CCc1n[nH]c(=S)n1/N=C/c1ccc(N(C)c2ccccc2)cc1 across the screens: 3, 11, 7, -1, 23, -2, 26*, 10, -6
O=C1CC(=O)Nc2cc(S(=O)(=O)Nc3cccc(C(F)(F)F)c3)ccc2N1 across the screens: 0, 8, 0, 6, 1, 3, 6, 11, 4

Next entries
SMILES	LYPLA2 inh	PAFAH1B3 FP inh	EBNA-1 inhibitor	PAFAH2 inh	PREPL inh	LYPLA1 inh	pPAFAH inh	ZTA counter	PAFAH1B2 FP inh
Clc1ccc2c(c1)C(N1CCNCC1)Cc1ccccc1S2 (centres undefined)	-2	8	-1	-3	-4	4	0	1	0
CC(=O)OCCc1c(C)nc2nc[nH]n2c1=O	-1	0	-6	-4	13	-1	0	-3	2
CC(C)Nc1nc(NC(C)C)nc(N(C)C#N)n1	-3	9	-2	3	4	1	2	12	0
COc1ccc(CN2CCC(=O)N([C@H](CO)Cc3ccccc3)CC2)cc1OC	1	7	-6	1	9	-1	3	-1	-1
Cc1c(OC(C)C(=O)N[C@H](C(=O)O)c2ccccc2)ccc2c3c(c(=O)oc12)CCCC3 (some centres undefined)	1	7	2	-8	14	0	6	-14	4
COc1ccc(C(=O)Nc2ccc(Oc3nc(C)nc4sc(-c5ccccc5)cc34)cc2)cc1OC	-6	-1	-1	-11	-3	-2	2	5	-1
O=C(N/N=C/c1ccc([N+](=O)[O-])s1)c1ccccc1	6	7	-8	-2	19	5	-3	-20	6
CS(=O)(=O)N(Cc1ccc(C(=O)NCCSCc2ccco2)cc1)c1ccccc1	10	2	2	-2	27	3	7	12	5
Cc1cc(C)c2c(N)c(C(=O)Nc3c(C)n(C)n(-c4ccccc4)c3=O)sc2n1	-4	5	0	-2	-5	1	0	12	2
CCCCNS(=O)(=O)c1cc(-c2nn(C)c(=O)c3ccccc23)ccc1C	-4	4	15	11	22	-4	4	1	2
CCOc1ccc(CN2CCNC(=O)C2CC(=O)NCCc2ccccn2)cc1 (centres undefined)	0	3	-7	3	-2	4	-2	-3	6
COc1ccc(C(O)c2nccn2C)cc1 (centres undefined)	0	3	-10	4	11	1	-3	-7	3
O=C(CCCN1CCOCC1)c1ccc2c(c1)OCCO2	4	4	-3	2	-5	1	9	0	-1
COc1cccc2cc(C(=O)NCCC3=CCCCC3)c(=O)oc12	-4	0	-6	6	-14	-4	-2	-8	2
CN(C)C(CNC(=S)Nc1ccccc1Cl)c1cccnc1 (centres undefined)	3	8	-8	-4	15	2	-1	-7	5
CC(=O)C(=Cc1cc(C)n(-c2ccccc2)c1C)C(C)=O	2	8	0	-4	10	4	4	12	-3
C/C(=N\Nc1cccc2cccnc12)c1ccc[nH]1	-2	4	0	5	14	2	6	3	-1
C=CCNc1nc(-c2c(C)nc3ncccn23)cs1	-1	11	2	-1	6	1	-3	3	0
CN(C)c1nc(NCc2ccccc2)nc(SCC(N)=O)n1	-8	10	-1	6	12	-4	3	-16	2
O=C(Nc1cccnc1)c1cc2c(s1)-c1ccccc1OC2	-19	-3	-12	-6	-17	-21	-7	9	-6
C=CCNC(=S)/N=c1/ccccn1C	4	2	10	-3	-7	1	-2	8	-1
O=C(Nc1cccc2ncccc12)c1cc2ccccc2o1	2	4	-2	1	15	-2	-3	-1	-2
CCCCNC(=O)Oc1cc(CCl)on1	5	x	-3	x	6	-1	2	-23	x
CC(=O)N1c2ccccc2NC(=O)C1(C)C	9	-9	1	-8	9	-2	1	-23	0
COc1ccc(CC2(CO)CCN(S(=O)(=O)N(C)C)CC2)cc1	4	1	-10	-7	5	3	7	1	1
COc1cc(NC(=S)NC(=O)c2ccco2)ccc1NC(=O)C(C)C	2	3	4	4	-3	2	-1	0	3
CC(C)C1CC(CCN)(Cc2ccccc2)CCO1 (centres undefined)	-4	x	7	x	8	-2	-3	-1	x
COCCN(C(=O)c1csnn1)C(C(=O)NC(C)(C)C)c1cccc(OC)c1 (centres undefined)	-7	8	-4	-1	23	-3	1	7	6
CC(c1ccco1)N(C(=O)c1ccccc1NS(=O)(=O)c1cccc([N+](=O)[O-])c1)c1ccccn1 (centres undefined)	-2	3	-3	3	4	0	4	-1	6
CC(C)(C)c1nc2ccc([N+](=O)[O-])cc2[nH]1	1	16	3	11	-1	-1	1	4	6
Cc1ccccc1-n1nc(-c2cccnc2)cc1C(=O)NN	1	-4	1	-2	3	-2	4	0	1
CCc1ccc(C2N3CC4([N+](=O)[O-])CN2CC([N+](=O)[O-])(C3)C4(C)C)cc1 (centres undefined)	-5	3	-10	2	-13	-2	-5	0	-5
COc1ccc(S(=O)(=O)Nc2cccc(N(C)S(C)(=O)=O)c2)cc1C	6	-4	-3	0	-3	-2	-3	10	0
O=Cc1c(NCCN2CCCC2)c2ccccc2[nH]c1=O	8	2	6	-1	3	2	9	15	-2
CCOC(=O)C1=C(C)NC2=C(C(=O)OC2)C1c1ccccc1 (centres undefined)	2	7	-4	1	-5	-5	6	24	1
O=C(O)Cc1ccc(O)c(F)c1	7	7	3	-4	12	0	1	-15	3
COc1cccc(/C=N/NC(=O)c2[nH]nc3c2CCc2ccccc2-3)c1O	6	21	21	0	26	-15	44*	-9	12
O=C(Nc1ccc(S(=O)(=O)N2CCCC2)cc1)c1ccc(OCC2CCCO2)cc1 (centres undefined)	0	-3	-5	-1	10	-2	-2	3	0
O=C(Nc1ccc(N2CCOCC2)cc1N1CCOCC1)c1ccc([N+](=O)[O-])cc1	2	6	-7	3	17	-3	-3	-3	2
C[N+]1=C2CCCCCN2C(O)(c2ccccc2)C1 (centres undefined)	0	4	-2	-2	-1	-2	2	12	-2
COc1cc(C(=O)Nc2cccc(S(=O)(=O)N3CCCC3)c2)c([N+](=O)[O-])cc1OC	-2	5	5	-4	5	2	2	15	1
OCCC1CN(CC#Cc2ccccc2)CCN1C1CCCC1 (centres undefined)	0	7	3	-7	12	-2	0	6	1
COc1ccc(OC)c(NC(=S)N2CCN(C/C=C/c3ccccc3)CC2)c1	2	0	2	0	28	0	3	7	-2
COc1cc(NC(=O)c2ccccc2F)c(OC)cc1NC(=O)CN1CCOCC1	7	4	-4	-6	21	0	1	2	2
O=C(CSc1nnc(-c2ccco2)o1)c1ccccc1	1	-4	4	11	11	-1	9	-2	4
Oc1ccc(/C=N/N(c2ccccc2)c2ccccc2)cc1O	-5	4	-7	-5	8	-4	69*	0	1
CN(Cc1nccn1C)C(=O)CC1C(=O)NCCN1Cc1cccc(Oc2ccccc2)c1 (centres undefined)	1	2	-8	-3	9	-2	-5	-3	4
O=c1[nH]cnc(O)c1C(c1ccc([N+](=O)[O-])cc1)c1c(O)nc[nH]c1=O	13	5	-11	0	-9	6	3	-17	0
CCO/C(C)=C1\N=C(c2ccc(Cl)cc2)OC1=O	-11	10	-16	-3	-11	-3	-9	11	-1
COc1c(F)c(F)c(C(=O)Nc2ccccc2N2CCN(C(C)=O)CC2)c(F)c1F	7	7	5	9	4	-4	5	-4	2
Next part.
SMILES	LYPLA2 inh	PAFAH1B3 FP inh	EBNA-1 inhibitor	PAFAH2 inh	PREPL inh	LYPLA1 inh	pPAFAH inh	ZTA counter	PAFAH1B2 FP inh
CCn1c(O)c(C=NCCN2CCOCC2)sc1=S	8	-9	-1	-1	2	4	-4	-23	1
COC(=O)c1sc(NC(=O)c2oc3ccccc3c2C)nc1C	-2	6	-2	4	9	-1	-2	-3	1
COc1ccc(-c2csc(NC(=O)CN3C(=O)C4CCCCC4C3=O)n2)cc1OC (centres undefined)	-5	14	-3	2	-1	-2	13	-2	8
Cc1ccc(NC(=S)N2CCCCCC2)c(C)c1	5	6	1	-10	6	-1	4	7	1
O=C(CSc1ncc(C(F)(F)F)cc1Cl)N1CCN(S(=O)(=O)c2ccccc2)CC1	2	4	-3	-4	5	-2	2	2	4
Cc1ccc(F)c(NC(=O)C2CCCCC2C(=O)O)c1 (centres undefined)	1	6	2	2	14	-1	2	4	2
CCc1nnc(N2C(=O)c3ccc(Oc4ccc([N+](=O)[O-])cc4)cc3C2=O)s1	15	4	15	5	8	0	4	13	17
COc1ccc(CNC(=O)CCn2nc(C)c3c(C)n(-c4ccccc4)nc3c2=O)c(OC)c1	2	1	4	3	-2	-2	-3	6	6
Cc1onc(-c2c(F)cccc2Cl)c1C(O)c1ccc(F)cc1 (centres undefined)	-5	x	-3	x	-2	0	-3	0	x
COc1ccc(C(=O)NC(=S)NCc2ccccc2)cc1	6	1	5	-6	-18	1	4	-6	3
Cn1cc(SCC(=O)NC2CCCCC2)c2ccccc21	6	-3	6	-4	3	0	3	-9	0
O=C(OCCCOC(=O)c1ccccc1O)c1ccccc1O	-4	x	14	x	-6	-1	3	11	x
CSc1ccc(-c2sc(Nc3cccc4ccccc34)n[n+]2-c2ccccc2)cc1	-11	4	15	-6	19	-5	0	8	-2
CC1(C)CC(=O)CC(=NCC(=O)O)C1	3	3	3	7	7	-1	-3	-6	-1
Cc1sc(NC(=O)CSc2nnnn2C(C)C)c(C#N)c1C	1	5	4	-8	0	2	1	6	0
COc1cccc(CNC(=O)Cn2cc3c(n2)CCCC3)c1	2	10	-2	-2	0	0	2	-8	3
COC(=O)c1cn(NC(=O)c2cccc(N(C)C)c2)c(=O)c2ccccc12	-2	9	-4	11	-2	-2	-4	3	8
CC(=O)Nc1ccc(S(=O)(=O)N(C2=NCC(C)S2)c2ccccc2)cc1 (centres undefined)	2	12	-8	-3	-12	-7	1	1	-2
COc1ccccc1CNC(=O)CSc1ccc(C(=O)Nc2ccccc2OC)cc1[N+](=O)[O-]	-1	-5	0	1	-6	-6	2	-4	0
O=C(O)CCc1ccc(-c2ccc(Cl)cc2)o1	5	8	-1	-14	9	1	4	-10	3
COc1ccc(C(=O)COC(=O)CCCn2c(=O)oc3ccccc32)cc1	-4	2	-6	-8	-30	-1	12	4	2
